Bioassay records from PubChem.
Abeta rescue: A-beta toxicity reversal in yeast. AID 1347071. 410,000 tested, 0.063% active. yeast expressing A-beta42, growth rescue, OD600, 48 h; response scale: 0% DMSO, 100% iron-clioquinol control. Potency, µM (series often up to 46.1 µM), for inactives: top-dose growth rescue, actives largely listed as activators; further: potency means the concentration at half of the fitted maximal effect; nearly all actives have a fitted effect of over 55% in size
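Growth rescue measured by 600 nm absorbance after 48 h yeast culture at 30 C with compound. Values normalized between DMSO and an equimolar ferric chloride plus clioquinol control.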
GLP-1R inv ag: acts as inverse agonist at human GLP-1 receptor; 410,000 tested, 1.6% active; Potency, µM (doses to about 38.3 µM), inactives show at the highest dose activity change, negative = inhibition, actives largely listed as inhibitors; AID 624417; HEK293 GLP-1R CRE-luciferase, luminescence, 24 h; GLP-1R form is constitutively active; further: potency means the concentration at half of the fitted maximal effect; on the % scale 0 is the no-effect control and ±100 the full control effect; nearly all actives have a fitted effect of over 55% in size
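Inverse agonism was detected as reduced cAMP-driven luciferase luminescence after 24 h compound treatment. The cells were HEK293 clones expressing constitutively active human GLP-1R with the reporter. Reporter-only and GPR119 cell lines served as counterscreen controls.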
aSyn rescue: inhibitors of alpha-synuclein toxicity in yeast | 370,000 tested, 0.14% active | Potency, µM (doses to about 46.1 µM), without a hit: top-dose growth rescue (activation), most hits filed as activators | AID 652106 | Yeast expressing alpha-synuclein, growth rescue, BacTiter-Glo, 24 h; further: potency means the concentration at half of the fitted maximal effect; % of control where 0% means no effect; nearly all actives have a fitted effect of over 65% in size
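Rescue of yeast growth: cells expressing toxic alpha-synuclein, induced in galactose at OD600 0.02, incubated with compound 24 h at 30 C. ATP luminescence quantified growth; inhibitors of toxicity appear as activators.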
PTHR1 ag: agonists of human PTHR1 parathyroid hormone receptor; 410,000 tested, 0.075% active; AID 743266; HEK293 GP2 PTHR1 cells, GloSensor cAMP luminescence, 1 h; Potency, µM (titrated, usually from 115 µM), for inactives: at the highest dose activation, actives largely listed as activators; further: potency means the concentration at half of the fitted maximal effect; nearly all actives have a fitted effect of over 55% in size; some results filed as inactive show a strong effect at the top dose; inactives centre near -15; many of its hits are not listed in these tables
Target sequence (Q03431 whole entry, looked up): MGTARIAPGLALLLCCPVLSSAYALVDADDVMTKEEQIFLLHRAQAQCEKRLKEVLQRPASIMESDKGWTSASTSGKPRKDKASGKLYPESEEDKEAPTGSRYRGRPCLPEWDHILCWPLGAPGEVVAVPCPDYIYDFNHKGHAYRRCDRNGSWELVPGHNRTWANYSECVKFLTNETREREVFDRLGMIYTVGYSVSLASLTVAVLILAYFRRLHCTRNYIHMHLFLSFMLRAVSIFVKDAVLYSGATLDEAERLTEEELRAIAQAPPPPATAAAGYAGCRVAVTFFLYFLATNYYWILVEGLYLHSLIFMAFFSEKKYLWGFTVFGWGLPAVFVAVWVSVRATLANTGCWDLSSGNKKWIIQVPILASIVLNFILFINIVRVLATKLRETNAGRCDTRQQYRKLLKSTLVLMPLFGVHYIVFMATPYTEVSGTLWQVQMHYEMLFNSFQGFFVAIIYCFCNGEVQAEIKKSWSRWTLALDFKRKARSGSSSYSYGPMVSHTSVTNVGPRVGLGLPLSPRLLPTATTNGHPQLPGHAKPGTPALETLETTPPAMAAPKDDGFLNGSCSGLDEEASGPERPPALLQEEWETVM
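HEK-293-derived GP2 cells expressing PTHR1 and a GloSensor cAMP reporter, 3,000/well, plated overnight, given luciferin plus IBMX (each 0.5 mM as added) for 1 h at 37 °C, then compound for 1 h at 37 °C. Luminescence was read after 15 min at room temperature.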
DRD3 antagonist: antagonists of human D3 dopamine receptor; D3R cells, DiscoveRx beta-arrestin luminescence, antagonist mode; hits give low values; max response, negative = inhibition, %; 360,000 tested, 2.5% active; AID 652054; in the data active means max response below about -50%; inconclusive means no clear call, values can overlap the other calls; further: on the % scale 0 is the no-effect control and ±100 the full control effect; mostly tested at two doses, the higher about 12 µM
Target sequence (P35462 whole entry, looked up): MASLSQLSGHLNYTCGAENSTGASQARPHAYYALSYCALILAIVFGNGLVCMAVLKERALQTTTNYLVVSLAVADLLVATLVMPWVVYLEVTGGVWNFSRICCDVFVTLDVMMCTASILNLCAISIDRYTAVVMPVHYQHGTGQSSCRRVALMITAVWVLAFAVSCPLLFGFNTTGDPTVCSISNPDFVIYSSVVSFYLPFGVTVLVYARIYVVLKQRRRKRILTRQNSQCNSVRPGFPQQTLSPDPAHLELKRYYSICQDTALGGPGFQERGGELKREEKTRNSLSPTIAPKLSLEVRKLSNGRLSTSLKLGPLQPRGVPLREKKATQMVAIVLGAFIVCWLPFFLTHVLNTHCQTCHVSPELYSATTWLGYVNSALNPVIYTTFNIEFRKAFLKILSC
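Cells plated overnight at 1500 cells/well, then exposed to library compounds with dopamine controls for 90 minutes at 37 degrees C. DiscoveRx reagent added for 30–60 minutes at room temperature; luminescence read, quantitative HTS format.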
FUS yeast rescue: rescues growth of FUS-expressing yeast. S. cerevisiae FUS-expressing, growth rescue, OD600, 24 h. 390,000 tested, 0.24% active. Potency, µM (series often up to 76.6 µM), for the others: top-dose growth rescue (activation), most hits filed as activators;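 further: potency means the concentration at half of the fitted maximal effect; plate controls were DMSO vehicle for no effect and reference control for full effect; nearly all actives have a fitted effect of over 55% in size; some results filed as inactive show a strong effect at the top dose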
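Quantitative HTS measuring growth restoration of FUS-toxic yeast. Galactose-induced cells (OD 0.005) were exposed 24hr at 30C to compounds at several concentrations, then absorbance at 600 nm was recorded.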
GLP1R ag: activates the human GLP-1 receptor; HEK293 GLP-1R CRE-luciferase, luminescence, 4-6 h; cells express a hypersensitive GLP-1R form; Potency, µM (doses to about 45.6 µM), without a hit: at the top dose activation, hits mostly activators; P43220; 380,000 tested, 0.007% active; further: potency means the concentration at half of the fitted maximal effect; % of control where 0% means no effect
pAkt inh: Akt phosphorylation inhibition; activity change, % for hits at 50 µM; 360,000 tested, 0.32% active; Neuro2A IGF-stimulated pAkt S473 HTRF, 20 min; hits give low values; in the data active means activity change below about -80%; inconclusive means mostly about -51% to -80%; further: on the % scale 0 is the no-effect control and ±100 the full control effect
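Neuro2A cells (4,500/well, DMEM with 0.5% FBS) were treated with compound at a single 50 µM final concentration, stimulated with 6 nM IGF for 20 min at 37 °C, and lysed. Phospho-Akt Ser473 was read by HTRF as 665/615 ratio ×10^4.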
TDP43 rescue: rescues yeast growth from TDP-43 toxicity | AID 652104 | 410,000 tested, 1.8% active | Potency, µM (top dose mostly 46.1 µM), for the others: top-dose growth rescue (activation), hits mostly activators | TDP-43 expressing yeast growth rescue, BacTiter-Glo, 24 h; further: potency means the concentration at half of the fitted maximal effect; % of control where 0% means no effect; nearly all actives have a fitted effect of over 50% in size
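Cell-based yeast growth screen: TDP-43 expression induced in galactose, inoculum OD600=0.02 after raffinose pregrowth to mid-log. Read-out BacTiter-Glo luminescence at 24 hr, 30 deg C; inhibition of toxicity seen as signal increase.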
* = called active by the depositor; i = inactive; ? = inconclusive; . = not tested or not shown; [ ] = dose if it differs, or a comment. Unless noted, the call rests on the fitted dose curve; in most records, active means well fitted curve in the direction sought with a large enough effect; inconclusive means small, poorly fitted or top-dose-only effect, or another doubt; inactive means no such curve, though single readings can be large; an effect the other way counts as inactive or inconclusive. Only part of the results is shown, so the mix of outcomes need not match the whole.

SMILES	Abeta rescue	GLP-1R inv ag	aSyn rescue	PTHR1 ag	DRD3 antagonist	FUS yeast rescue	GLP1R ag	pAkt inh	TDP43 rescue
CC(C)c1ccc(CC(=O)N2CCC2(C)C(=O)NS(=O)(=O)c2cccc(C#N)c2)cc1 (stereo not given)	-14%	-11%	7%	-20%	-7	17%	4%	i	0%
C[C@H](CO)N1C[C@H](C)[C@@H](CN(C)Cc2ccccc2)OCc2cnnn2CCCC1=O	-10%	-4%	0%	-23%	10	-25%	-2%	i	10%
CC(=O)Nc1ccc(OCC(O)Cn2ccnc2C)cc1 (stereo not given)	-6%	4%	-12%	-6%	0	0%	-3%	i	11%
COc1cc(OC)c(S(=O)(=O)NC(C)C)cc1S(=O)(=O)NC(C)C	-8%	3%	-4%	i	8	3%	0%	i	-16%
Cc1cc(C)cc(-n2cc[nH]c2=S)c1	8%	?	9%	i	4	-12%	-2%	i	23%
COc1ccc(-c2sc3ccccc3c2-c2cc(OC)ccc2C=O)cc1	1%	?	-11%	i	35	-21%	0%	i	26%
COc1ccc(C(=O)OCC(=O)NCC2CCCCC2)c(OC)c1	6%	?	-9%	-24%	-12	22%	17%	i	0%
Cc1c(Cl)ccc2sc(N3CCN(C(=O)C(C)C)CC3)nc12	-16%	?	.	-15%	.	44%	.	.	22µM*
COc1ccccc1C(CNC(=O)CNC(=O)c1ccc(C)c(C)c1)N1CCCC1 (stereo not given)	7%	?	-3%	10%	5	.	4%	i	0%
CN1CC(C(=O)O)Cc2c1ccc1ccccc21 (stereo not given)	-31%[inhibitor]	1%	14%	-43%[inhibitor]	-25	33%	3%	i	-21%
Cc1cccc(Nc2nnc(-c3ccc(C)c(S(=O)(=O)N4CCCCC4)c3)c3ccccc23)c1	7%	-10%	.	-14%	.	8%	.	.	13%
CC1Oc2ccccc2N(CC(=O)N2CCc3ccccc32)C1=O (stereo not given)	19%	-18%	10%	-24%	-17	.	1%	i	13%
COc1ccc(CCN(C)C(=O)C2CCN(Cc3ccc(C)cc3)CC2)cc1OC	-5%	11%	2%	-96%[inhibitor]	-6	-12%	-3%	i	-17%
CCOC(=O)CCC(NC(=O)c1ccc(NCN2C(=O)c3ccccc3C2=O)cc1)C(=O)OCC (stereo not given)	4%	5%	?	i	10	-2%	2%	i	16%
O=C(NC(c1ccccc1)c1ccc2ccccc2n1)C1CCN(Cc2ccc(Cl)c(Cl)c2)CC1 (stereo not given)	0%	?	-15%	24%	-124*	19%	-4%	i	-1%
O=C(C1CCN(S(=O)(=O)c2c(Cl)cccc2Cl)CC1)N1CCCC1	-5%	-26%	2%	-23%	6	1%	2%	i	0%
COCCn1c(SCC(=O)Nc2sc(C)c(C)c2C#N)nnc1-c1ccc(OC)cc1	19%	0%	-1%	i	11	25%	1%	i	19%
CCS(=O)(=O)N1CCC(C(=O)O)CC1	8%	13%	4%	i	-14	-6%	0%	i	0%
O=C1CN(S(=O)(=O)c2ccccc2Cl)CCN1	12%	8%	14%	i	10	13%	-16%	i	-6%
CSc1ncccc1C(=O)Nc1ccc(S(=O)(=O)NC2=NCCCCC2)cc1	9%	44%[activator]	3%	i	15	16%	11%	i	-5%[0.397 µM]
CCC(NC(=S)NCc1ccccc1)C(=O)O (stereo not given)	20%	2%	1%	i	0	22%	3%	i	11%
Oc1ccccc1-c1cc(-c2ccco2)[nH]n1	6%	-18%	-2%	-9%[57.5 µM]	36	34%	-9%	i	20%
CCCn1cc(CN2CCC(n3nccc3NC(=O)C(OC)c3ccccc3)CC2)c(C)n1 (stereo not given)	-1%	-13%	0%	-1%	1	-2%	1%	i	2%
O=C(CSc1nc2nccnc2c(=O)n1CCc1c[nH]c2ccccc12)Nc1ccccc1F	-2%	-3%	.	-38%	.	-10%	.	.	21%
CCN1C(=S)N[C@@H](c2cccc(F)c2)C(C(=O)OC)=C1C	5%	9%	10%	-6%	-15	-7%	0%	i	13%

Continued:
SMILES	Abeta rescue	GLP-1R inv ag	aSyn rescue	PTHR1 ag	DRD3 antagonist	FUS yeast rescue	GLP1R ag	pAkt inh	TDP43 rescue
Cc1ccc(C)c(OCC(O)CN2C(C)CCCC2C)c1 (stereo not given)	5%	?	-11%	i	?	-18%	3%	i	5%
O=C(CCCc1nc(-c2ccccc2)no1)NCc1cccnc1	-8%	0%	-6%	-15%[57.5 µM]	27	24%	-8%	i	1%
Cc1cc(NS(=O)(=O)c2ccc(NC(=O)C(F)(F)F)cc2)nc(C)n1	3%	2%	-1%	-22%	-9	9%	3%	i	-17%
O=C1CSC(=S)N1/N=C/c1ccc(C(F)(F)F)cc1	-3%	-1%	-10%	i	16	20%	-4%	i	17%
COCCCNC(=O)c1ccc(-c2csc(C)n2)cc1	-5%	13%[0.307 µM]	5%	i	0	18%	11%	i	-6%
Cc1sc(NC(=O)C2=COCCO2)nc1-c1ccc(F)cc1	-2%	-19%	-1%	-41%[inhibitor]	13	4%	2%	i	7%
Cc1cc2c(c(=O)n1CCN(C)C)C(c1ccccc1Br)C(C#N)=C(N)O2 (stereo not given)	23%	-4%	3%	-13%[57.5 µM]	3	-16%	-17%	i	-4%
CCc1c(C)nc2c(Br)cccc2c1SCCC#N	-13%	-20%	7%	-21%	12	14%	9%	i	-13%
CCC(CO)Nc1ccn2nc(-c3ccccc3)cc2n1 (stereo not given)	-8%	17%	1%	-73%[inhibitor]	16	-18%	5%	i	22%
CCn1cc(C(=O)OCC(=O)c2cc(C)n(-c3ccccc3F)c2C)c(=O)c2ccc(C)nc21	5%	?	18%	i	-26	44%	28%	i	?
O=C(O)c1ccccc1CSc1nc2ccccc2s1	-6%	-14%	-1%	-24%	6	-4%	-1%	i	13µM*
Cc1ccc(OCCN2C(=O)NC3(CCc4ccccc4C3)C2=O)cc1 (stereo not given)	9%	-14%	4%	-39%[inhibitor]	8	36%	-2%	i	-4%
CCOC1=C/C(=C/c2c(N)n3nc(CC(=O)N4CCCC4)sc3nc2=O)C=CC1=O	-4%	5%	-2%	i	-6	35%	-2%	i	-1%
C=CCC1Cc2c(cccc2[N+](=O)[O-])C(CC=C)N1 (stereo not given)	24%	4%[0.307 µM]	-7%	i	8	-10%	-7%	i	4%
COc1ccc2c(CC(=O)OCC(=O)NC(N)=O)coc2c1	3%	3%	0%	-6%	2	25%	9%	i	-18%
N/C(=N\OC(=O)CCCc1ccccc1)c1cccnc1	25%	16%	8%	i	7	.	21%	i	0%
C[C@H](NC(=O)c1ncn(C)c1C(=O)N[C@@H](C)c1ccccc1)c1ccccc1	16%	?	6%	i	-11	21%	4%	i	23%
Cc1ccc(-n2c(=O)c3ccc(C(=O)NCc4ccccc4Cl)cc3n(Cc3cccc(F)c3)c2=O)cc1	-4%	5%	-2%	i	.	17%	-1%	.	2%
Cc1nn(Cc2ccc([N+](=O)[O-])cc2)c(=O)n1-c1ccc(F)cc1	-4%	10%	2%	-27%	-7	10%	7%	i	-2%
Cn1c(=O)[nH]c(=O)c2c1nc(N1CCCCC1)n2C/C=N/NC(=O)c1cc(Br)ccc1O	8%	11%	-1%	i	-7	2%	-3%	i	3%
CCc1ccccc1NC(=O)Nc1ccon1	1%	-10%	8%	17%	0	18%	-1%	i	0%
COc1ccc(N(C(=O)c2ccco2)C(C(=O)NC2CCCCC2)c2cccs2)cc1OC (stereo not given)	4%	-20%	-5%	16%[57.5 µM]	-19	36%	-3%	i	-3%
Cc1ccc(CNC(=O)CN(C)S(=O)(=O)c2cccc3nsnc23)cc1	4%	0%	10%	i	26	.	-1%	i	26%
CC1CN(C(=O)CCNC(=O)c2ccc(Cl)cc2)CC(C)O1 (stereo not given)	8%	0%	6%	i	1	-10%	-2%	i	0%
O=c1[nH]c(S)nc2sc3c(c12)CCCC3	-4%	13%	-5%	5%	0	7%	0%	i	-5%

A draw from above in order of count of non-hydrogen atoms, high to low:
SMILES	Abeta rescue	GLP-1R inv ag	aSyn rescue	PTHR1 ag	DRD3 antagonist	FUS yeast rescue	GLP1R ag	pAkt inh	TDP43 rescue
O=C(NC(c1ccccc1)c1ccc2ccccc2n1)C1CCN(Cc2ccc(Cl)c(Cl)c2)CC1 (stereo not given)	0%	?	-15%	24%	-124*	19%	-4%	i	-1%
CCn1cc(C(=O)OCC(=O)c2cc(C)n(-c3ccccc3F)c2C)c(=O)c2ccc(C)nc21	5%	?	18%	i	-26	44%	28%	i	?
COc1ccc(CCN(C)C(=O)C2CCN(Cc3ccc(C)cc3)CC2)cc1OC	-5%	11%	2%	-96%[inhibitor]	-6	-12%	-3%	i	-17%
Cc1cc(NS(=O)(=O)c2ccc(NC(=O)C(F)(F)F)cc2)nc(C)n1	3%	2%	-1%	-22%	-9	9%	3%	i	-17%
O=C(C1CCN(S(=O)(=O)c2c(Cl)cccc2Cl)CC1)N1CCCC1	-5%	-26%	2%	-23%	6	1%	2%	i	0%
CCC(CO)Nc1ccn2nc(-c3ccccc3)cc2n1 (stereo not given)	-8%	17%	1%	-73%[inhibitor]	16	-18%	5%	i	22%
CCc1ccccc1NC(=O)Nc1ccon1	1%	-10%	8%	17%	0	18%	-1%	i	0%
Cc1cc(C)cc(-n2cc[nH]c2=S)c1	8%	?	9%	i	4	-12%	-2%	i	23%
